# MRP1 act = activators of MRP-1; H69AR cells + doxorubicin, viability rescue, CellTiter-Glo; viability increase, % at 10 µM; 0.61% of 140,000 active;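 active = viability gain under doxorubicin at or above a set limit, the compound median plus 3 SD, cut at about 4.7% in these data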;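 also: MRP-1 overexpressing cells given doxorubicin 25 µM after compound pretreatment; 18-22 h compound pretreatment then 72 h with doxorubicin before readout; 0% = doxorubicin-only wells and 100% = vehicle-treated cells without doxorubicin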
# NPY Y2 blocker = blocks the human neuropeptide Y Y2 receptor | inhibition, % at 2.7 µM | 0.99% of 140,000 active | P49146 | NPY-Y2 expressing cells, antagonist mode; in the data active = inhibition above about 17%;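 also: 0% = vehicle with agonist challenge and 100% = reference antagonist with challenge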
# Target sequence (P49146 whole entry, looked up): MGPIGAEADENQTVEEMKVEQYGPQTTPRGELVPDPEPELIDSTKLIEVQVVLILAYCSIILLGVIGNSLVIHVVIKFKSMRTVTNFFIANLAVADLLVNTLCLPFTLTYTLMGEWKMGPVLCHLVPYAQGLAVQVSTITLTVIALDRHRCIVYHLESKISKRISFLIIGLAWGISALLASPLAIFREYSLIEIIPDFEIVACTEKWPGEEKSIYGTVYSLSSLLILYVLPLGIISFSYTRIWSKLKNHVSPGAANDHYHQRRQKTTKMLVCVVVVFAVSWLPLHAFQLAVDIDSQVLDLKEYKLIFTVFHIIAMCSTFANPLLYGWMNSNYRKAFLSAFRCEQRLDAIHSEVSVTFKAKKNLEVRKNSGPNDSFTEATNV
# GALR2 blocker = blocks the human galanin receptor 2; O43603; GALR2-expressing cells, antagonist mode; 0.39% of 140,000 active; inhibition, % at 4 µM; in the data active = inhibition above about 27%;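 also: cells stimulated with galanin 1-16 at roughly its EC80; 0% = agonist challenge control and 100% = basal control without agonist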
# Target sequence (O43603 whole entry, looked up): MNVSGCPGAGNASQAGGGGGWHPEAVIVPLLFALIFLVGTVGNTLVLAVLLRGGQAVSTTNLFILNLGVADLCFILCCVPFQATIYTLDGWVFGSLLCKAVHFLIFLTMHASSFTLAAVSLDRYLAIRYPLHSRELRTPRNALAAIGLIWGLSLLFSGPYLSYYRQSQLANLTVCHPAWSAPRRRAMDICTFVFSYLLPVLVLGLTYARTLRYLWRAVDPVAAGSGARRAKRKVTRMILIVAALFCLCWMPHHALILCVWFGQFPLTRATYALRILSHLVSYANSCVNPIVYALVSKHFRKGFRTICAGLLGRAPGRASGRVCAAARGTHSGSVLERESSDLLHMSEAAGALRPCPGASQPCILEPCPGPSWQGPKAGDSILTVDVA
# E-sel TNF inh = TNF alpha driven E-selectin expression inhibition; 0.71% of 120,000 active; AID 1246; HUVEC TNFa-induced E-selectin immunofluorescence, high content; inhibition, % at 2 µM;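 active = inhibition above the batch mean plus 3 SD, and confirmed as a hit on visual image review, cut at about 43% in these data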;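 also: 0% = TNF-stimulated DMSO wells and 100% = unstimulated control wells; not every result past the cut was called active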
# Phagocyt inh = macrophage phagocytosis inhibition. J774A.1 macrophage IgG-bead phagocytosis, imaging. inhibition, % at 5 µM. 0.07% of 110,000 active. AID 1029;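 active = inhibition above the mean of the plate negative controls plus 5 SD, cut at about 13% in these data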;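 also: phagocytic index as fraction of beads internalized from green versus red external bead signal; plate controls were DMSO negative control for no effect and cytochalasin-D positive control for full effect; some results beyond the cut were filed as inactive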
# Measles CPE = protection of cells from measles virus; Measles virus-infected cells, CPE protection, absorbance; protection (pct of control), % at 4 µM; 1.5% of 140,000 active; AID 841; in the data active = protection mostly above about 24%, no sharp cut-off; inactive = mostly below about 26%; also: some compounds called inactive have numbers as strong as hits
# HCT116 PTEN-null = suppresses growth of cells with PTEN deletion. HCT116 PTEN-null viability, CellTiter-Glo, 60 h; hits give low values. viability, % at 10 µM. 1.2% of 140,000 active. AID 827;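 active = viability at or below a set limit, 4 SD under the median of all tested compounds, cut at about 3.7% in these data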;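 also: PTEN knockout HCT116 line with beta catenin targeted HCT116 as companion control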
# BB579 growth dn = yeast BB579 growth reduction in restrictive medium | S. cerevisiae BB579 growth, OD615, 48 h | inhibition, % at 10 µM | 0.51% of 140,000 active;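 active = inhibition above a set limit, 3 SD over the mean compound inhibition, cut at about 44% in these data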; also: inactives centre near -24
#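 Assay system: S. cerevisiae DeaD strain BB579 yeast. Medium: CSMM-D restrictive synthetic medium containing dextrose (glucose). Times: 4 h cell preincubation, 48 h compound exposure, 30 °C humidified. Signal: OD615 turbidity measurement. Benchmarks: positive control amphotericin B 10 µg/mL.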
# Yeast life ext = extends the lifespan of yeast; 0.68% of 130,000 active; S. cerevisiae growth with nicotinamide, OD615; deaD strain in restrictive glucose medium; inhibition of the nicotinamide effect, % at 10 µM;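 active = inhibition above a set limit, placed 3 SD over the median of all compounds, cut at about 26% in these data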;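 also: 0% = nicotinamide-treated wells and 100% = cells grown without nicotinamide; some compounds called inactive have numbers as strong as hits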
#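 Assay system: engineered S. cerevisiae DeaD replicative-lifespan strain, galactose-grown log-phase cells; medium: restrictive CSMM-D dextrose medium; also added: nicotinamide, 1.5 mM, co-present with compound; schedule: 48 h compound exposure at 30 °C, humidified; detection: absorbance at 615 nm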
# HCT116 bCat-KO = beta-catenin-lacking colon tumor cell growth suppression | HCT116 beta-catenin knockout viability, CellTiter-Glo, 60 h; hits give low values | viability, % at 10 µM | 1.5% of 140,000 active;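 active = viability at or under a set limit, the compound median less 4 SD, cut at about 6% in these data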;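 also: 0% = Hyamine 1622 control at 20 µM and 100% = untreated cell control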
# * hit, by the source's call; . = not tested or not shown.
# The first eight records as a preview:
# Second line of a record: MRP1 act, NPY Y2 blocker, GALR2 blocker, E-sel TNF inh, Phagocyt inh, Measles CPE, HCT116 PTEN-null, BB579 growth dn, Yeast life ext, HCT116 bCat-KO
CC(C)C(=O)NC(Nc1cccc2cccnc12)C(Cl)(Cl)Cl (centres undefined)
    -2.0, 3, -2, -12, -2, 4, 63, 0, -15, 64
O=C(Nc1nnc(-c2ccc(F)cc2)o1)c1cc(Cl)sc1Cl
    0.1, 10, 9, ., -2, 4, 6, 66*, -4, 12
COc1ccc(NC(=O)C2CCCN(S(=O)(=O)c3c(C)[nH]c(=O)[nH]c3=O)C2)cc1 (centres undefined)
    -3.7, 3, -1, ., ., 23, 94, -18, -27, 92
Cc1ccc(-c2nnn(CC(=O)Nc3ccc4nn(-c5ccccc5)nc4c3)n2)o1
    1.5, 2, 2, ., -1, 21, 130, -57, -2, 102
COc1ccc(C2C3=C(CCCC3=O)Nc3nc(SCc4ccccc4)nn32)cc1OC (centres undefined)
    -0.4, 2, -11, -5, -1, 5, 92, -33, -4, 94
O=C(O)C1[C@H]2C(=O)N(C3CCCC3)C[C@]23C=C[C@H]1O3 (some centres undefined)
    -0.1, 0, 0, ., 5, 18, 107, -36, -7, 110
Cc1cccc(NC(=O)C(C)Oc2ccccc2C)n1 (centres undefined)
    -0.1, 2, 6, 9, ., 4, 87, -42, -13, 87
CSc1cccc(NC(=O)C2CCN(C(=O)c3ccccc3C)CC2)c1
    -2.2, 2, -3, ., -2, 6, 91, -21, -4, 83

# The list itself, from the start:
# Second line of a record: MRP1 act, NPY Y2 blocker, GALR2 blocker, E-sel TNF inh, Phagocyt inh, Measles CPE, HCT116 PTEN-null, BB579 growth dn, Yeast life ext, HCT116 bCat-KO
CC(C)C(=O)NC(Nc1cccc2cccnc12)C(Cl)(Cl)Cl (centres undefined)
    -2.0, 3, -2, -12, -2, 4, 63, 0, -15, 64
O=C(Nc1nnc(-c2ccc(F)cc2)o1)c1cc(Cl)sc1Cl
    0.1, 10, 9, ., -2, 4, 6, 66*, -4, 12
COc1ccc(NC(=O)C2CCCN(S(=O)(=O)c3c(C)[nH]c(=O)[nH]c3=O)C2)cc1 (centres undefined)
    -3.7, 3, -1, ., ., 23, 94, -18, -27, 92
Cc1ccc(-c2nnn(CC(=O)Nc3ccc4nn(-c5ccccc5)nc4c3)n2)o1
    1.5, 2, 2, ., -1, 21, 130, -57, -2, 102
COc1ccc(C2C3=C(CCCC3=O)Nc3nc(SCc4ccccc4)nn32)cc1OC (centres undefined)
    -0.4, 2, -11, -5, -1, 5, 92, -33, -4, 94
O=C(O)C1[C@H]2C(=O)N(C3CCCC3)C[C@]23C=C[C@H]1O3 (some centres undefined)
    -0.1, 0, 0, ., 5, 18, 107, -36, -7, 110
Cc1cccc(NC(=O)C(C)Oc2ccccc2C)n1 (centres undefined)
    -0.1, 2, 6, 9, ., 4, 87, -42, -13, 87
CSc1cccc(NC(=O)C2CCN(C(=O)c3ccccc3C)CC2)c1
    -2.2, 2, -3, ., -2, 6, 91, -21, -4, 83
O=C1OC(N2CCN(c3ccccn3)CC2)c2ccccc21 (centres undefined)
    -0.8, 1, 6, -13, 0, 6, 93, -23, -3, 92
CCOc1ccccc1N(C(=O)c1snc(C(N)=O)c1N)C(C(=O)NCCC(C)C)c1ccco1 (centres undefined)
    5.3*, 14, -9, -12, 0, 4, 65, -39, -5, 70
COc1ccccc1NC(=O)c1nc[nH]c1C(=O)Nc1ccccc1OC
    -4.4, -2, 4, -22, ., 4, 82, -57, -11, 83
COc1ccc(CCNC(=O)c2ccc(CNS(=O)(=O)c3ccccc3)cc2)cc1OC
    -3.5, -1, 2, -8, ., 3, 91, -28, 6, 88
COCCNC(=O)c1onc(CSc2ccc(F)c(F)c2)c1C(=O)O
    -2.8, 7, -3, -9, 3, 5, 84, -6, -17, 92
CCN(CC)c1ccc(/C=C2\C(=O)c3ccc(C(=O)O)cc3C2=O)cc1
    -1.8, 7, 0, -13, 2, 4, 101, -62, 3, 96
CC12CC(NC(=O)N1c1cccc(C(=O)N3CCN(c4ccccn4)CC3)c1)c1ccccc1O2 (centres undefined)
    -0.1, 8, -15, 11, -1, 8, 92, -24, -11, 92

# Single records (already shown). Values in the order: MRP1 act | NPY Y2 blocker | GALR2 blocker | E-sel TNF inh | Phagocyt inh | Measles CPE | HCT116 PTEN-null | BB579 growth dn | Yeast life ext | HCT116 bCat-KO
# `CC12CC(NC(=O)N1c1cccc(C(=O)N3CCN(c4ccccn4)CC3)c1)c1ccccc1O2` (centres undefined) across the screens: -0.1 | 8 | -15 | 11 | -1 | 8 | 92 | -24 | -11 | 92
# `Cc1ccc(-c2nnn(CC(=O)Nc3ccc4nn(-c5ccccc5)nc4c3)n2)o1` across the screens: 1.5 | 2 | 2 | . | -1 | 21 | 130 | -57 | -2 | 102

# (further entries)
# Second line of a record: MRP1 act, NPY Y2 blocker, GALR2 blocker, E-sel TNF inh, Phagocyt inh, Measles CPE, HCT116 PTEN-null, BB579 growth dn, Yeast life ext, HCT116 bCat-KO
O=C1OC(N2CCN(C/C=C/c3ccccc3)CC2)c2ccccc21 (centres undefined)
    -1.3, 0, -16, ., -1, 2, 110, -61, 4, 98
Cn1c(=O)c2c(nc(CN3CCN(Cc4ccccc4)CC3)n2Cc2cccc(Cl)c2)n(C)c1=O
    ., 0, -5, -27, -1, ., ., ., ., .
CC(C(=O)NCC1(c2ccccc2)CCCC1)N1CCCC1 (centres undefined)
    -4.2, 0, -4, 13, 1, 8, 85, -20, -17, 96
CCOc1ccnc(OCC)c1Br
    -2.2, 2, -19, 11, 0, 4, 88, -18, -2, 95
COc1cc(CCC(=O)Nc2cc(Cl)ccc2N2CCN(C)CC2)cc(OC)c1OC
    -2.0, 0, 6, -5, -1, 26, 84, 23, -3, 82
O=C(c1ccccc1Nc1ccc(SC(F)F)cc1)N1CCCCCC1
    -3.3, 11, -10, -46, ., 3, 54, -8, 3, 56
CC(Sc1nc2cc(Cl)ccc2s1)C(=O)Nc1ccc2c(c1)OCO2 (centres undefined)
    0.0, 8, -14, 9, -9, 5, 96, 0, -3, 93
COc1ccccc1C(=O)N1c2ccccc2Sc2ccccc21
    -2.5, 4, -3, ., -1, 9, 59, -22, 18, 61
CCOC(=O)c1ccc(Oc2nc(SC)nc(N(C)C)n2)cc1
    -0.2, 4, -9, 8, 2, 14, 98, -57, -16, 99
CCCCn1c(SCC(=O)NCc2cccs2)nc2c1c(=O)n(C)c(=O)n2C
    -0.6, -2, 2, 6, -1, 7, 96, -37, -9, 103
C/C(=N\NC(=O)c1csc2ccccc12)c1ccc(O)cc1
    -3.6, 3, 11, -2, -1, 10, 80, 13, -14, 86
O=C(O)c1cc(S(=O)(=O)N2CCCCCC2)ccc1Cl
    0.0, -1, 1, -9, 0, 26, 101, -43, 0, 97
Cc1ccc(C2=CC(c3cccs3)n3nnnc3N2)cc1 (centres undefined)
    -4.0, 2, 8, -29, -1, 9, 71, -27, -9, 81
CCOC(=O)C1=C(N)N(c2ccc(C)cc2)C2=C(C(=O)CCC2)C1c1cccs1 (centres undefined)
    -1.6, 11, 6, -1, 9, 20, 83, -20, 26, 72
COc1cccc2cc(NC(=O)C3CCCCC3)c(=O)oc12
    -0.1, -1, 4, ., ., 6, 85, -49, -3, 90

# Going on with the list:
SMILES	MRP1 act	NPY Y2 blocker	GALR2 blocker	E-sel TNF inh	Phagocyt inh	Measles CPE	HCT116 PTEN-null	BB579 growth dn	Yeast life ext	HCT116 bCat-KO
Cc1cc(C(=O)OCC(=O)Nc2ccc(F)c(F)c2)c(C)o1	7.9*	3	7	-7	1	4	91	-11	-9	85
O=C(Oc1ccccc1N1C(=O)C2CCCCC2C1=O)c1ccccc1F (centres undefined)	-3.5	4	1	-7	-2	3	90	-19	3	87
C=CCN1C(=O)C(C)(C)Nc2ccccc21	-0.1	2	-7	-5	-2	14	104	-47	2	101
COc1ccc(NC(=O)c2cc(-c3ccccc3)nc3c2c(C)nn3-c2ccccc2)c(OC)c1	-1.9	4	6	-4	-3	2	64	-21	0	67
COC(=O)c1ccc(Oc2c(C)oc3c(CN4CCN(C)CC4)c(O)ccc3c2=O)cc1	-4.8	4	7	.	1	23	89	-2	-25	85
Cc1cc(F)ccc1NC(=O)c1ccc(NS(=O)(=O)c2cc(C(C)(C)C)ccc2C)cc1	-1.8	-2	-5	-17	-3	2	89	-11	-3	88
COc1cc(C(=S)N2CCCCC2)ccc1OCC(=O)N1CCCC1	-0.3	1	-5	.	3	3	109	-61	-4	99
COc1ccc(OC)c(NC(=O)Cn2cccc2)c1	-0.3	2	0	4	.	11	86	-6	-16	98
CCc1nnc(NC(=O)C(C)C)s1	-2.0	0	-12	4	.	3	95	-6	-7	96
Cc1cccc(C(=O)N2CCc3cc(-c4nc(NC(=O)Cn5nnc6ccccc6c5=O)sc4C)ccc32)c1	-5.3	2	-1	-8	-4	33	80	-37	8	82
COc1cc(C(C(=O)NC2CCCCC2)N(Cc2cccs2)C(=O)Cc2c[nH]c3ccccc23)cc(OC)c1OC (centres undefined)	-3.1	9	-14	-45	0	0	53	-31	0	53
COC(=O)Nc1nc2c(s1)CCCC2	-0.4	2	-11	-17	-1	15	1.0*	-37	-9	1.1*
COc1ccc(O[C@H]2C=C[C@@H](c3ccccc3)O[C@@H]2COC(=O)CC/C(C)=N/O[C@H](C)c2cn([C@@H]3COC[C@H]3O)nn2)cc1	-2.4	-1	-4	-4	.	9	77	-25	2	84
O=C(CCC1CCCCC1)NCc1ccccn1	-1.4	0	0	.	-1	4	92	12	5	94
O=C1CCCC2=C1C(c1ccsc1)CC(=O)N2c1nnc(SCc2ccccc2)s1 (centres undefined)	2.0	3	1	-3	0	7	91	-17	6	82
CCOC(=O)C1CCCN(c2nc(C)nc3c2oc2ccccc23)C1 (centres undefined)	-2.2	18*	7	.	-1	15	48	-38	-21	64
COc1ccc(C2=Nn3c(nnc3-c3ccccn3)SC2)cc1OC	-1.7	2	-10	16	2	8	86	-13	-1	91
COc1cccc(NC(=O)C2CC(=O)n3cnnc3S2)c1 (centres undefined)	-3.2	3	-5	.	-1	1	101	1	-2	94
COc1cc(CN2CCC(C(=O)NC3CCCC3)CC2)cc(OC)c1O	-0.7	-2	1	1	0	8	105	-3	-10	96
CC(C)CNS(=O)(=O)c1ccc(CCC(=O)Nc2cc(Cl)ccc2Oc2ccccc2)cc1	-0.5	2	-6	23	-1	2	63	-40	-5	65
COCCN(C(=S)Nc1cccc(C)c1)C(C)c1cccs1 (centres undefined)	-1.1	5	-5	.	-5	16	84	-27	-3	90
CCCCn1c(N)c(N(CCOC)C(=O)CCc2ccc(OC)cc2)c(=O)[nH]c1=O	1.6	0	2	.	3	6	109	-13	4	89
Cc1cc(C(=O)N/N=C/c2cccn2C)no1	1.9	1	-2	.	-6	43*	98	-10	-7	97
CCN(CC)S(=O)(=O)c1ccc(NC(=O)c2cc(-c3ccccc3)nc3ccccc23)cc1	-2.6	10	-15	20	-4	19	74	-18	-3	88
NC(=O)CC1(CC(=O)O)CCCCC1	0.1	5	-3	.	2	68*	97	-20	-8	103

# Compound activity (PubChem)
